MC4R antagonist = MC4R antagonists of cAMP signaling, primary screen, cell-based, TR-FRET, antagonist arm of biased-ligand search. Melanocortin receptor 4 (Homo sapiens), P32245. 360,000 compounds, 0.48% hits. inhibition, % at 6.5 µM. MC4R-expressing cells, MTII-stimulated cAMP, LANCE TR-FRET;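 active = inhibition above its plate's cutoff, the mean of tested wells on that plate plus 3 SD, cut at about 29% in these data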;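 also: 0% = Melanotan II alone and 100% = Melanotan II plus saturating MCL0020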
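System: U2OS-MC4R stable cell line; Technique: Eu-cAMP/anti-cAMP TR-FRET, emission 671 nm; Repeats: single well per compound; Also added: Melanotan II; Dosing: one concentration, 6.5 µM nominal; Schedule: 30-min compound, 1-h challenge, 1-h detection, room temperature.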
ABCB6 inh 2 = ABCB6 transporter inhibitors, primary screen, K562-ABCB6 cells, flow cytometry, MLPCN library. fluorescence ratio to DMSO, % at 10 µM. AID 602162, 2011. 360,000 compounds, 0.19% hits. ATP-binding cassette sub-family B member 6 (Homo sapiens), Q9NP58. K562-ABCB6 porphyrin accumulation, 1 h; hits give low values;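 active = fluorescence ratio to DMSO below 75%, the collection mean minus 3 SD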;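 also: signal is porphyrin accumulated inside mitochondria; 100% equals median channel fluorescence of DMSO control wells; lower ratio means ABCB6 inhibition with less porphyrin fluorescence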
HTR2A ag = mouse Htr2a agonists via beta-arrestin recruitment, primary screen, cell-based, luminescence; CHO-K1 mHTR2A beta-arrestin complementation; percent of 30 µM serotonin response; 360,000 compounds, 0.66% hits; 5-hydroxytryptamine receptor 2A (Mus musculus), P35363; AID 624169, 2012; activation, % at 7.6 µM;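 active = activation above a run cutoff, the mean activation of all tested compounds plus 3 SD, cut at about 14% in these data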;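 also: 0% = plate median of compound wells and 100% = 30 µM serotonin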
Target sequence (P35363 whole entry, looked up): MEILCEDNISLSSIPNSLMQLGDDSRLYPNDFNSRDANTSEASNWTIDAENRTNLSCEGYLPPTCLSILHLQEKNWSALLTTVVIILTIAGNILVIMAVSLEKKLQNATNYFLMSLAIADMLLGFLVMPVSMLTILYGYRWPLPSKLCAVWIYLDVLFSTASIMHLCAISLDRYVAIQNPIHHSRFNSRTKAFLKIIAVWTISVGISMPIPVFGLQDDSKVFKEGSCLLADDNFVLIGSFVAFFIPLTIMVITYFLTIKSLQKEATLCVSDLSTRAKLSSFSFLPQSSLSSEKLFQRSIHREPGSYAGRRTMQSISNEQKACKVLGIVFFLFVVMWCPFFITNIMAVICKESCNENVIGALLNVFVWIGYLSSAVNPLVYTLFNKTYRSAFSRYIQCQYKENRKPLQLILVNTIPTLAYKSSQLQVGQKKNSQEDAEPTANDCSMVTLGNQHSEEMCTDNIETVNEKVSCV
CaV13 FRET inh = Disruptors of the CACNA1D IQ motif to Ca2+-dependent inactivation inhibitor domain association, primary screening, Förster resonance energy transfer in intact living …; HEK cells, CFP/YFP FRET ICDI-IQ, plate reader, 10 min; percent FRET-ratio fall versus neutral wells; inhibition, % at 12.3 µM; 340,000 compounds, 0.098% hits; AID 743397;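 active = mean replicate inhibition of at least 30% and at least 1% of replicates passing that level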;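 also: 0% = median of the neutral control wells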
H9c2 protect = cardioprotection against H2O2-induced cell death, primary screen, uHTS, H9c2 cells, ATPLite luminescence. H9c2 cardiomyocytes, H2O2 injury protection, 2 h. protection from H2O2 cell death, % at 20 µM. 360,000 compounds, 0.63% hits. AID 588492, 2011;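 active = compounds giving at least 50% protection of heart cells from peroxide-induced death in the single-dose screen, raw or plate-pattern-corrected value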;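 also: 0% = DMSO wells with peroxide and 100% = DMSO wells without peroxide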
MC4R ag barr = MC4R agonists recruiting beta-arrestin, primary screen, cell-based, luminescence, agonist arm of biased-ligand search; activation, % at 8.9 µM; U2OS MC4R beta-arrestin complementation; percent of melanotan II response, DMSO zero; Melanocortin receptor 4 (Homo sapiens), P32245; 360,000 compounds, 0.98% hits;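 active = activation above a per-plate cutoff, the mean activation of sample wells on that plate plus 3 SD, cut at about 8% in these data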
N-glyco inh = increase of ERlucT glycosylation luciferase signal, primary screen, N-linked glycosylation inhibitor project, D54 ERlucT cells, luminescence, set 2; D54 ERlucT glycosylation luciferase reporter, 24 h; percent of 100 nM tunicamycin response; reporter increase, % at 12.5 µM; 360,000 compounds, 0.23% hits; AID 588692, 2011;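 active = mean luciferase reporter signal, scaled so untreated is 0 and the glycosylation-blocking control 100, at or above a set limit in every replicate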;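 also: luciferase carries N-glycosylation sites so blocking glycosylation raises the light; 0% = median of neutral control wells and 100% = median of 100 nM tunicamycin wells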
PDI inh = inhibitors of human PDI, primary screen, biochemical, turbidity, single point, plate reader. Protein disulfide-isomerase (Homo sapiens), P07237. PDI insulin aggregation turbidity, A650, 90 min. inhibition, % at 10 µM. 350,000 compounds, 0.052% hits;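 active = mean inhibition across replicates of 30% or more, whatever share of single replicates reach that level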;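 also: absorbance from insulin aggregation driven by PDI reduction with DTT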
Target sequence (P07237 whole entry, looked up): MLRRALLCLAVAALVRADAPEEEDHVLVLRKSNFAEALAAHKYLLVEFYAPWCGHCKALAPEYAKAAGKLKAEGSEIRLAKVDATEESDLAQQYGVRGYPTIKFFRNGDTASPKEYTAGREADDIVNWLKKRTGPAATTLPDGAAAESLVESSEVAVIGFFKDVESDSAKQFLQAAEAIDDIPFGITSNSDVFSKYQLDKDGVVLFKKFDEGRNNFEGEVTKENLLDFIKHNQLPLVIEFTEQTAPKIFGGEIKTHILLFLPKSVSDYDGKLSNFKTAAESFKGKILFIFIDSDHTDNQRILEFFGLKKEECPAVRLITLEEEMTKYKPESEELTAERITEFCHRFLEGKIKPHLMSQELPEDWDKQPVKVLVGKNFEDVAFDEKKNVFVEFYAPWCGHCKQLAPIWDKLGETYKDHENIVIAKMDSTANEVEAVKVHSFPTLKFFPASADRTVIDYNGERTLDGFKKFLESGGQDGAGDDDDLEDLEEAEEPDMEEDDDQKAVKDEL
aDG glyco act = activators of alpha-DG glycosylation, primary screen, uHTS, Pro5-aDG cells, AlphaScreen. alpha-DG glycosylation AlphaScreen (IIH6); 0% Pro5, 100% B10-LARGE cell signal. activation, % at 10 µM. 360,000 compounds, 0.22% hits. AID 624168, 2012;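 active = activation of at least 8% versus controls, or a plate z-score of at least 8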;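 also: Pro5 are CHO cells carrying HIG-tagged alpha-DG that lacks glycosylation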
Vif imaging = HIV Vif self-association inhibitors, primary screen, imaging, HEK293T, single point. HEK293T cells, Vif self-association by quenched fluorescence, 24 h. 340,000 compounds, 0.35% hits. inhibition, % at 7.49 µM. AID 602346, 2012; in the data active = inhibition above about 50%, passing the limit was not always enough; also: some results filed as inactive read as strong as hits
* hit, by the source's call; · = not tested or not shown; & = joins results of further samples.

Letter code – A = MC4R antagonist; B = ABCB6 inh 2; C = HTR2A ag; D = CaV13 FRET inh; E = H9c2 protect; F = MC4R ag barr; G = N-glyco inh; H = PDI inh; I = aDG glyco act; J = Vif imaging
compound: CC(Oc1ccc(-c2ccccc2)c(F)c1)c1ccn(S(=O)(=O)c2ccc(F)cc2)n1 (centres undefined)
  A = 14; B = 96; C = -7; D = -5; E = -3; F = -0.8; G = -6; H = 0; I = 0.2; J = -19

compound: CC(C)C[C@@H](CN)NC(=O)c1nc[nH]c1C(=O)N[C@@H](Cc1ccccc1)C(=O)CNC[C@H](C)NC(=O)c1nc[nH]c1C(=O)N[C@@H](C)C(=O)O
  A = 1; B = 98; C = 1; D = -7; E = 10; F = -1.2; G = 1; H = 3; I = -0.4; J = 10

compound: CC(=O)c1cccc(NC(=O)c2cc(=O)[nH]c3ccccc23)c1
  A = -5; B = 99; C = 5; D = -2; E = 6; F = -1.9; G = 2; H = 1; I = 0.2; J = 6

compound: O=C(CCCN1C(=O)NC2(CCCC2)C1=O)Nc1cccc(S(=O)(=O)N2CCOCC2)c1
  A = 7; B = 96; C = -3; D = -5; E = 0; F = 0.2; G = -1; H = -2; I = 0.0; J = 1

compound: COc1ccc2c(CN3CCN(C(C)=O)CC3)cc(=O)oc2c1
  A = ·; B = 95; C = 1; D = -10; E = 3; F = ·; G = 6; H = ·; I = 0.0; J = ·

compound: CCC1(CC)NC(=O)N(CC(=O)OC(C)C(=O)Nc2ccccc2OC)C1=O (centres undefined)
  A = 12; B = 95; C = -1; D = -2; E = 2; F = -1.2; G = 1; H = 1; I = 0.5; J = -9

compound: O=C(Cc1cccs1)N1CCN=C1SCc1ccccc1Cl
  A = -4; B = 92; C = -2; D = -7; E = -4; F = 0.1; G = -3; H = 10; I = 0.0; J = 3

compound: Cc1ccc(OCc2nnc(SCC(=O)CC(=O)Nc3ccccc3)o2)cc1
  A = 6; B = 110; C = -3; D = -5; E = -8; F = -0.3; G = 0; H = 5; I = -0.1; J = -1

compound: Cc1ccc(S(=O)(=O)N2CCN(CC(=O)N/N=C\c3ccc(O)c(O)c3)CC2)cc1
  A = 1; B = 90; C = 2; D = -5; E = 3; F = 0.8; G = -1; H = 10; I = 0.0; J = 9

compound: CC(=O)CSc1ncnc2nc[nH]c12
  A = 19; B = 106; C = 6; D = -7; E = -1; F = -0.2; G = 5; H = 0; I = -0.1; J = -18

compound: O=C(COc1ccc([N+](=O)[O-])cc1)NNC(=O)c1cccnc1
  A = 2; B = 94; C = -3; D = -3; E = 0; F = 0.3; G = -1; H = 5; I = -0.1; J = 7

compound: Cc1nc(NC(=O)c2cc(-n3cnnc3)ccc2Cl)ccc1Br
  A = 3; B = 92; C = -1; D = -5; E = 11; F = -1.6; G = -3; H = 4; I = -0.2; J = -4

compound: CCCNC(=O)Cn1sc2nc(C)cc(C)c2c1=O
  A = 8; B = 94; C = 0; D = -3; E = -32; F = -3.3; G = 1; H = 5; I = 0.2; J = 0

compound: O=C(NC1CCCC1)C(NS(=O)(=O)c1cccc2nsnc12)c1ccccc1 (centres undefined)
  A = -2; B = 99; C = -1; D = -4; E = -1; F = 1.7; G = 3; H = 2; I = -0.2; J = 1

compound: COc1ccc(NC2c3ccccc3C(=O)N2c2ccccn2)cc1Cl (centres undefined)
  A = 5; B = 95; C = -4; D = -6; E = 13; F = -1.6; G = -1; H = ·; I = 0.2; J = ·

compound: O=C(N[C@H]1CCCCNC1=O)c1cc(COc2ccc(F)cc2F)on1
  A = 8; B = 107; C = -4; D = -5; E = -2; F = -1.6; G = 1; H = -1; I = 0.2; J = -24

compound: COc1ccc(C(CNC(=O)c2ccc(OCC3CCCO3)cc2)N2CCOCC2)cc1 (centres undefined)
  A = 10; B = 93; C = -2; D = 0; E = 10; F = -1.5; G = -2; H = 1; I = -0.1; J = 12

compound: O=C(Nc1ccc(F)cc1F)c1ccc2c(c1)OCCO2
  A = 6; B = 95; C = 5; D = -4; E = -16; F = -0.9; G = -7; H = 2; I = 0.1; J = 2

compound: N#CC1=C(N)NC(SCc2ccccc2)=C(C#N)C12CCCCC2
  A = 5; B = 98; C = -2; D = -6; E = -11; F = -2.2; G = 6; H = -9; I = 0.0; J = -1

compound: Cn1c(SCc2ccc(F)cc2)nnc1-c1ccccn1
  A = 3; B = 93; C = -1; D = -4; E = -2; F = -2.5; G = 2; H = -1; I = 0.4; J = 1

compound: COc1cc(S(=O)(=O)NCCc2ccc3c(c2)OCO3)ccc1-n1cnnn1
  A = 5; B = 100; C = -2; D = ·; E = -3; F = 1.2; G = 1; H = -10; I = -0.1; J = 1

compound: C#Cc1ccc([C@@H]2C=C(C(=O)N3CCN(Cc4ccccc4)CC3)O[C@H](OCC)[C@H]2CCCO)cc1
  A = 9; B = 98; C = -6; D = -11; E = 6; F = 1.3; G = -4; H = -3; I = -0.1; J = -10

compound: NC(=NCCc1c[nH]c2ccccc12)NC(=O)c1ccc(F)cc1
  A = 1; B = 93; C = -7; D = -4; E = -8; F = 0.2; G = 0; H = 15; I = 0.5; J = -4

compound: O=C(O)CCC(=O)N(Cc1ccccc1)Cc1ccccc1
  A = 13; B = 96; C = 0; D = -20; E = 5; F = -0.3; G = 0; H = 1; I = -0.2; J = -4

compound: COc1ccc(S(=O)(=O)Nc2ccc3c(c2)C(=O)N([C@H](C)CO)C[C@H](C)[C@@H](CN(C)S(C)(=O)=O)O3)cc1
  A = 1; B = 102; C = 2; D = -4; E = 1; F = -0.4; G = 2; H = 7; I = 0.1; J = 3

compound: CS(=O)(=O)N(CC(=O)NN=C1CCCCCC1)c1ccc(Oc2ccccc2)cc1
  A = 7; B = 115; C = 4; D = -1; E = 0; F = 0.5; G = 4; H = 4; I = 0.4; J = -3

compound: O=C(O)C(Cc1ccccc1)N1C(=O)C2CCCCC2C1=O (centres undefined)
  A = -1; B = 98; C = 3; D = -1; E = 4; F = -0.8; G = 0; H = 3; I = 0.1; J = -3

compound: O=C(CN1C(=O)C2CCCCC2C1=O)N1CCN(c2ncccn2)CC1 (centres undefined)
  A = -4; B = 98; C = -6; D = -6; E = 3; F = -1.5; G = 1; H = 0; I = 0.1; J = -1

compound: CCC(Oc1cccc(Cl)c1)C(=O)N1CCCN(C)CC1 (centres undefined)
  A = 2; B = 97; C = -6; D = ·; E = 3; F = -2.0; G = 0; H = -1; I = 0.2; J = -3

compound: C=CC[C@H](CC(=O)N(CCO)Cc1ccccc1)C(=O)N[C@@H](C)COC(=O)[C@H](CC=C)CC(=O)OC(C)(C)C
  A = 4; B = 91; C = -1; D = -3; E = 8; F = -1.3; G = -2; H = 1; I = 0.3; J = -2

compound: CNc1ccc(Cl)nn1
  A = 1; B = 94; C = 6; D = -6; E = -3; F = -0.1; G = 2; H = 2; I = -0.1; J = -3

compound: O=C(CN1C(=O)NC2(CCCCC2)C1=O)Nc1ccccc1N1CCCC1
  A = 4; B = 95; C = 2; D = -6; E = -4; F = -1.0; G = 2; H = 9; I = 0.1; J = -9

compound: Cc1cc(C(=O)Nc2ccc3c(c2)OCCO3)ccc1[N+](=O)[O-]
  A = 5; B = 101; C = -1; D = -25; E = -7; F = -0.7; G = -20; H = 3; I = -0.2; J = 3

compound: CCOC(=O)C1=C(C)N=c2s/c(=C/c3cccc([N+](=O)[O-])c3O)c(=O)n2C1c1ccccc1 (centres undefined)
  A = 3; B = 114; C = 1; D = -4; E = -22; F = 0.0; G = 1; H = 2; I = -0.1; J = -3

compound: O=C(NC(Cc1ccccc1)C(=O)O)C1CCN(S(=O)(=O)c2ccccc2C(F)(F)F)CC1 (centres undefined)
  A = -1; B = 97; C = 4; D = -2; E = 1; F = -0.7; G = 1; H = -2; I = 0.1; J = -3

compound: Cc1ccc(CSc2ncn(-c3ccccc3)n2)cc1
  A = 1; B = 100; C = 1; D = -3; E = 0; F = 2.5; G = -1; H = -10; I = -0.2; J = -4

compound: COc1ccc(N2CCN(C(c3ccccc3)c3nnnn3Cc3ccc(F)cc3)CC2)cc1 (centres undefined)
  A = 1; B = 105; C = -3; D = -6; E = 1; F = -1.9; G = -6; H = 4; I = -0.2; J = -5

compound: O=C(/C=C/c1ccc(S(=O)(=O)N2CCOCC2)cc1)NCc1ccccc1F
  A = 3; B = 103; C = 4; D = -2; E = -4; F = -1.1; G = -2; H = 2; I = -0.1; J = -19

compound: OC1C(O)C(O)C(O)C(O)C1O (centres undefined)
  A = 25&0&5; B = 104&99&100; C = -1&3&4; D = -4&-5&-5; E = 10&11&4; F = -0.1&-1.1&-1.1; G = 0&1&4; H = 4&3&-2; I = -0.1&0.0&0.1; J = 0&-3&-11

compound: COC(=O)c1c(NC(=O)CCc2ccc(C)o2)sc(C)c1C
  A = 16; B = 102; C = -1; D = -2; E = 0; F = -2.3; G = 1; H = 5; I = 0.1; J = -9

compound: COc1ccc([N+](=O)[O-])cc1NC(=O)C(C)OC(=O)/C=C/c1ccco1 (centres undefined)
  A = 7; B = 100; C = -1; D = -15; E = -4; F = -3.3; G = -2; H = 1; I = 0.1; J = 7

Retrieved one by one from the entries so far (4):
Letter code – A = MC4R antagonist; B = ABCB6 inh 2; C = HTR2A ag; D = CaV13 FRET inh; E = H9c2 protect; F = MC4R ag barr; G = N-glyco inh; H = PDI inh; I = aDG glyco act; J = Vif imaging
compound: COc1ccc([N+](=O)[O-])cc1NC(=O)C(C)OC(=O)/C=C/c1ccco1 (centres undefined)
  A = 7; B = 100; C = -1; D = -15; E = -4; F = -3.3; G = -2; H = 1; I = 0.1; J = 7

compound: O=C(CN1C(=O)NC2(CCCCC2)C1=O)Nc1ccccc1N1CCCC1
  A = 4; B = 95; C = 2; D = -6; E = -4; F = -1.0; G = 2; H = 9; I = 0.1; J = -9

compound: Cc1cc(C(=O)Nc2ccc3c(c2)OCCO3)ccc1[N+](=O)[O-]
  A = 5; B = 101; C = -1; D = -25; E = -7; F = -0.7; G = -20; H = 3; I = -0.2; J = 3

compound: CCOC(=O)C1=C(C)N=c2s/c(=C/c3cccc([N+](=O)[O-])c3O)c(=O)n2C1c1ccccc1 (centres undefined)
  A = 3; B = 114; C = 1; D = -4; E = -22; F = 0.0; G = 1; H = 2; I = -0.1; J = -3

Screening data as filed in PubChem BioAssay.
